Assay outcomes (PubChem)
p53null 39C kill: kills p53 null cells at the nonpermissive temperature. H1299 p53-null (neo) cells, 39C, ATPlite viability, 24 h. Potency, µM (highest dose often 46.1 µM), without a hit: at the highest dose activity, negative = cell killing, actives largely listed as cytotoxic. actives 0.97% (n = 55,000);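 also: potency is read from the fitted curve at half-maximal effect; 0% = DMSO only and -100% = full killing by 100 µM tamoxifen; nearly all actives have a fitted effect of over 50% in size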
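H1299 lung cancer cells, p53-null (H1299-neo) or expressing p53 A138V (H1299-p53A138V), were plated overnight at 37C, then exposed to compounds at up to 46 uM for 24 hr at 39C. Viability was read by ATP-based luminescence.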
FH mod: Identification of activators of human fumarate hydratase by quantitative high-throughput screening; FH coupled MDH/diaphorase resazurin fluorescence, 15 min; Fumarate hydratase, mitochondrial (Homo sapiens), P07954; Potency, µM (titrated, usually from 79.9 µM), for the others: top-dose activity change, negative = inhibition, usual class: inhibitors; actives 0.22% (n = 54,000); AID 1347055, 2019; also: potency is read from the fitted curve at half-maximal effect; % is scaled to controls: 0 for no effect and ±100 for the full control effect; the screen sought activators but most active calls are inhibition curves; nearly all actives have a fitted effect of over 45% in size
Target sequence (P07954 whole entry, looked up): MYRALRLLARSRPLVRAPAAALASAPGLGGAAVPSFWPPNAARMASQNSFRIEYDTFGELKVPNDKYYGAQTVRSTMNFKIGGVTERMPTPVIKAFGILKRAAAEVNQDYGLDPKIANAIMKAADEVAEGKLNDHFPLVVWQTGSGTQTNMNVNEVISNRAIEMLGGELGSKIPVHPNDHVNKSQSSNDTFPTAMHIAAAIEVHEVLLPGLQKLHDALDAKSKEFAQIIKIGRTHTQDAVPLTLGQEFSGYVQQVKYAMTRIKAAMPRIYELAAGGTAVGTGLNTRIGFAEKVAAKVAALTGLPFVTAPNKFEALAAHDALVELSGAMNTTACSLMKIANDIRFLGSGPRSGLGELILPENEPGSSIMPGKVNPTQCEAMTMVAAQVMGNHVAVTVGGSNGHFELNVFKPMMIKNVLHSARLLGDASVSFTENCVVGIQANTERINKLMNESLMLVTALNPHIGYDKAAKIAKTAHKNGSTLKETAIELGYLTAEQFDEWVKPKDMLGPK
PTAP-TSG101 blk: inhibitors of HIV-1 PTAP binding to human TSG101, validation | Q99816 | Fluorescence polarization, FITC-PTAP peptide/Tsg101, 20 min | Potency, µM (titrated, usually from 115 µM), for the others: at the top dose activity change, negative = inhibition, actives largely listed as inhibitors | 44,000 tested, under 10 active | AID 1347069; also: potency is read from the fitted curve at half-maximal effect; 0% is about no effect
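qHTS FP binding, 20 min r.t.: 10 uM Tsg101 domain + 50 nM FITC-PTAP peptide, pH 7.5 HEPES buffer with TCEP and EDTA.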
p53null 32C tox: p53 null cell cytotoxicity, permissive temperature; actives 0.62% (n = 55,000); Potency, µM (series often up to 46.1 µM), without a hit: at the top dose activity change, negative = cytotoxicity, hits mostly cytotoxic; H1299-neo p53 null cells, ATP luminescence, 24 h, 32C;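 also: potency is read from the fitted curve at half-maximal effect; 0% = DMSO only and -100% = full killing by 100 µM tamoxifen; nearly all actives have a fitted effect of over 55% in size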
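Cytotoxicity: H1299-neo (no p53), 32C, 24 h treatment. Concentrations up to 46 uM. Readout cellular ATP, luminescence. Normalization to DMSO basal and tamoxifen 100 uM maximal kill.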
GALK inh: inhibits human galactokinase; P51570; recombinant GALK, Kinase-Glo ATP luminescence, 1 h; Potency, µM (series often up to 57.5 µM), for the others: top-dose activity, negative = inhibition, actives largely listed as inhibitors; 44,000 tested, under 10 active;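 also: plate controls were full GALK reaction for no effect and reaction lacking GALK for full effect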
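Compounds were pinned into ATP buffer, then GALK-galactose mix was added (final 5 nM enzyme, 35 uM ATP, 100 uM galactose, pH 8.0). After 1 h at room temperature, Kinase-Glo Plus was added and luminescence read.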
NTMT1 inh: blocks human N-terminal methyltransferase 1 activity; Q9BV86; NTMT1 MTase-Glo SAH luminescence, purified enzyme; Potency, µM (series often up to 114 µM), without a hit: at the highest dose activity change, negative = inhibition, most hits filed as inhibitors; actives 2.5% (n = 59,000); AID 1645870;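 also: potency is read from the fitted curve at half-maximal effect; plate controls were DMSO vehicle for no effect and no enzyme for full effect; nearly all actives have a fitted effect of over 65% in size; many of its hits are not listed in these tables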
B2AR arrestin ag: ADRB2 beta-arrestin recruitment; P07550; Potency, µM (doses to about 46.1 µM), inactives show top-dose activation, hits mostly activators; 44,000 tested, under 10 active; HTLA Tango cells, beta-arrestin recruitment, luciferase luminescence, 18 h;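 also: potency is read from the fitted curve at half-maximal effect; 0% = DMSO and full agonism = EC100 isoproterenol or metaproterenol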
Target sequence (P07550 whole entry, looked up): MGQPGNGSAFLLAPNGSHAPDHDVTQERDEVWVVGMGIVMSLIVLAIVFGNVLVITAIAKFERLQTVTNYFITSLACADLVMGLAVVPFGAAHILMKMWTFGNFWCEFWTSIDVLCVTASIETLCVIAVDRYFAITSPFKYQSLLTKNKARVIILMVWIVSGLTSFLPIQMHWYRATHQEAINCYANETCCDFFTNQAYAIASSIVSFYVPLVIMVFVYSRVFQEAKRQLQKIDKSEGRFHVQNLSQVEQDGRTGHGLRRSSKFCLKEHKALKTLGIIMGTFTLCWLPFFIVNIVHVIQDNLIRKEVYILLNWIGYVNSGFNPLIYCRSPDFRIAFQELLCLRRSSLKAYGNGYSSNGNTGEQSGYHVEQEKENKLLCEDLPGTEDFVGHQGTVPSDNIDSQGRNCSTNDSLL
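Luminescence read-out: arrestin recruitment to recombinant beta2-AR releases tTA, inducing luciferase. Cells exposed 18 hr at 37 degrees C to up to 46 microM compound; %Activity from corrected signal, concentration-response curves classified by r2, magnitude and efficacy.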
* = called active by the depositor; ? = inconclusive; · = no result given; [ ] = another dose, or the depositor's remark. Calls follow the shape of the dose curve; as a rule, active = well fitted curve in the direction sought with a large enough effect; inconclusive = small, poorly fitted or top-dose-only effect, or another doubt; inactive = no such curve, though single readings can be large; an effect the other way counts as inactive or inconclusive. The list is partial; count on the stated rates, not on these rows.

smiles	p53null 39C kill	GALK inh	B2AR arrestin ag	FH mod	PTAP-TSG101 blk	NTMT1 inh	p53null 32C tox
Cc1ccc(C)c(Cn2c(=O)n(-c3ccccc3)c(=O)c3c4c(sc32)CCCC4)c1	10%	0%	-1%	1%	7%	4%	-1%
COc1ccc(-n2ncc(C(=O)N3CCN(c4cc(C)ccc4C)CC3)c2C2CCN(C(=O)OC(C)(C)C)CC2)cc1	-18%	-3%	0%	0%	1%	-20%	1%
CCc1ccc(NC(=O)Cn2ccn(Cc3ccccc3OC)c(=O)c2=O)cc1	-2%	0%	-1%	6%	-4%	-6%	-4%
COc1ccc(NC(=O)c2sc3nc(C)c(C(=O)Nc4ccc(C)cc4C)c(-c4ccc(C)o4)c3c2N)cc1	-16%	0%	1%	-15%	3%	13%	3%
COc1cccc(OCc2nc3ccccc3n2CCOc2ccc(C)cc2)c1	?	5%	0%	-17%	-5%	-3%	22%
CN(C)c1cccc(C(=O)Nc2ccc(-c3nc4ccccc4s3)cc2)c1	?	-2%	0%	-10%	-3%	1%	?
COc1ccc(CCNC(=O)c2ccc3c(Cl)c4c(nc3c2)CCCC4)c(OC)c1	-2%	8%	-2%	?	5%	-23%	-4%
COc1cccc(NC(=O)CSc2nc3cc(OC)c(OC)cc3c3nc(-c4ccccc4)nn23)c1	3%	7%	0%	0%	0%	5%	1%
CCCNC(=O)c1ccccc1NC(=O)c1nsc2ccccc12	-11%	?	0%	-19%	0%	-7%	-9%
CN(C)c1ccc(CN(Cc2ccco2)C(=O)c2ccc(F)cc2)cc1	-10%	3%	0%	-27%	-6%	-9%	6%
CCc1ccc(NC(=O)c2sc3nc(C)c(Cl)c(C)c3c2N)cc1	-13%	8%	0%	-15%	-10%	-9%	-22%
CCOC(=O)c1ccccc1NC(=O)c1cc2ccc3cccnc3c2[nH]1	-21%	2%	2%	-13%	4%	-23%	-11%
Cc1ccc(NC(=O)C2CCC(CNS(=O)(=O)c3cccc4nsnc34)CC2)c(Cl)c1 (stereo unspecified)	-21%	0%	1%	-11%	2%	7%	-1%
Cc1ccc(NC(=O)C2CCC(CNS(=O)(=O)c3ccc4c(c3)C(C)(C)C(=O)N4C)CC2)cc1 (stereo unspecified)	-17%	-5%	0%	2%	-1%	3%	-1%
CCc1ccc(-c2nn(CC(=O)NC3CCCCC3)c3c2cnc2ccc(C)cc23)cc1	-2%	1%	-1%	-14%	0%	6%	3%
CCn1c2ccccc2c2cc(CN3CCN(Cc4ccc(OC)c(OC)c4)CC3)ccc21	-9%	-2%	1%	-16%	0%	?	11%
Cc1ccc(Cl)cc1NC(=O)Cn1c(=O)oc2cc(S(=O)(=O)N3CCCCCC3)ccc21	3%	3%	1%	-2%	-3%	-3%	7%
Cc1ccc(NC(=O)c2c(C)oc3ccc(O)c(CN(C)Cc4ccccc4)c23)c(C)c1	12%	7%	11%	-24%	-4%	-6%	-8%
COc1ccc(CCNS(=O)(=O)c2c(C)nc3sccn3c2=O)cc1OC	-20%	?	0%	0%	-6%	12%	-3%
CCc1nnc(NC(=O)C(=O)c2cc(C)n(-c3ccccc3)c2C)s1	24%	1%	-2%	2%	-3%	-6%	-1%
CSc1ccc(CCNC(=O)C(C)n2nc(C)c3sc4ccccc4c3c2=O)cc1 (stereo unspecified)	13µM*	2%	-3%	3%	0%	22%	?
COc1ccc(NC(=O)c2ccco2)cc1NC(=O)c1cc(Br)ccc1Cl	11%	0%	0%	?	-1%	6%	-5%
CCc1ccc(-c2cc(C)no2)cc1S(=O)(=O)Nc1ccc(C)cn1	2%	-2%	0%	-6%	1%	9%	16%
CCOC(=O)c1cnc2ccccc2c1Nc1ccc(N2CCOCC2)cc1	29%	2%	-2%	-14%	-1%	-1%	-10%
COC(=O)c1ccccc1NC(=O)C1CCN(C(=O)N2CC(C)Oc3ccccc32)CC1 (stereo unspecified)	-23%	2%	2%	1%	2%	3%	0%
COc1cccc(C2=CC(c3ccccc3F)n3ncc(C(=O)Nc4ccc(C)cc4)c3N2)c1 (stereo unspecified)	21%	0%	-1%	-16%	-3%	-12%	41%[activator]
Cc1ccc(NC(=O)C(=O)NCC(c2ccc3c(c2)OCO3)N2CCN(c3ccccc3)CC2)cc1 (stereo unspecified)	19%	1%	-1%	-4%	-1%	6%	6%
CCCNC(=O)C(Cc1ccccc1)NS(=O)(=O)c1ccc2c(c1)c(=O)n(C)c(=O)n2C (stereo unspecified)	0%	8%	-1%	-12%	-7%	-4%	-8%
Cc1oc2ncn(C)c(=O)c2c1C(=O)N1CCN(c2ccc(Cl)cc2)CC1	-3%	-3%	0%	4%	4%	2%	6%
Cc1cc(C)cc(-n2ccnc2SCC(=O)Nc2nc3ccccc3s2)c1	20%	-1%	0%	4%	-1%	?	8%
CCC(=O)N1c2ccccc2CC1C(=O)NCc1ccccc1Cl (stereo unspecified)	3%	-4%	-1%	-1%	-4%	0%	11%
CCOc1ccc(N2CC(NC(=O)Cc3ccccc3)CC2=O)cc1 (stereo unspecified)	?	0%	-3%	-14%	1%	18%	-4%
CSc1ccc(CNC(=O)Cc2csc3ccccc23)cc1	-16%	6%	-3%	-13%	4%	-15%	-7%
CC1Cc2cc(S(=O)(=O)CCC(=O)Nc3ccccc3F)ccc2N1C(=O)C1CC1 (stereo unspecified)	2%	0%	0%	·	-13%	·	7%
Cc1cc2c(n1-c1ccc(C(=O)NCc3ccccc3Cl)cc1)CCCC2	-26%	-4%	?	-6%	0%	-1%	-15%
CC(=O)N1CCCc2cc(S(=O)(=O)N3CCCC(C(=O)Nc4ccc(C)c(C)c4)C3)ccc21 (stereo unspecified)	18%	1%	0%	1%	0%	16%	2%
Cc1ccc2c(c1)c1c3n2CCN(C(=O)c2cccc(C(F)(F)F)c2)C3CCC1 (stereo unspecified)	-6%	0%	0%	-14%	-2%	4%	23%
CCc1ccc(NC(=O)CCn2c(=O)c3cccn3c3ccccc32)cc1	45%[activator]	3%	1%	-13%	-4%	?	13%
O=C(c1ccc2c(c1)N(Cc1cccc(Cl)c1)C(=O)c1ccccc1S2(=O)=O)N1CCCCC1	29%	0%	5%	-16%	-6%	7%	26%
CCN(CC)C(=O)Cn1c(=O)n(-c2ccc(C)c(C)c2)c(=O)c2c3c(sc21)CCCCC3	-8%	-13%	0%	0%	3%	?	-9%
COc1ccc(CC(=O)Nc2nc3c(s2)CC(C)CC3)cc1 (stereo unspecified)	9%	5%	-4%	?	0%	18%	6%
Cc1ccc(N2CC(NC(=O)C3CCCC3)CC2=O)cc1C (stereo unspecified)	-9%	2%	-3%	1%	1%	9%	3%
CCOc1ccc(-n2c(SCC(=O)N3CCOCC3)nc3c([nH]c4ccccc43)c2=O)cc1	22%	1%	0%	4%	-1%	7%	2%
Cc1ccc(OCC(=O)Nc2ccccc2C(=O)OCc2cc(=O)n3nc(C4CC4)sc3n2)cc1	7%	1%	1%	-5%	-3%	16%	-4%
CCn1ccc2cc(S(=O)(=O)N3CCC(C(=O)NCc4cccc(Cl)c4)CC3)ccc21	8%	-5%	1%	-20%	0%	3%	12%
CCOc1ccc(CCNC(=O)Cc2ccc(NC(=O)N3CCSc4ncccc43)cc2)cc1	-7%	3%	0%	-1%	1%	13%	-3%
Cc1cc(C)cc(-n2cnc3cc(C(=O)NCCc4ccccc4)ccc32)c1	9%	2%	-1%	-27%	0%	13%	6%
CC1CCN(S(=O)(=O)c2cc(C(=O)N3CCN(c4cccc(Cl)c4)CC3)n(C)c2)CC1	15%	-2%	-1%	-14%	-7%	?	4%
CC(C)c1ccc(NC(=O)c2cccc3c2C(=O)N(C2CCCCC2)C3)cc1	-16%	4%	1%	?	-2%	6%	-4%
CCOCCCNC(=O)c1ccc2nc(CCc3ccccc3)oc2c1	?	-1%	0%	3%	2%	5%	-7%
CCOC(=O)c1cc(-c2ccccc2)n(CC(=O)Nc2ccc(CC)cc2)c1C	12%	1%	1%	2%	-7%	-3%	11%
Cc1ccc(Cl)cc1N1CCN(C(=O)c2cccn2-c2nnc(N3CCCC3)s2)CC1	-24%	0%	0%	-12%	-6%	-2%	13%
O=C(C1CC1)N1CCc2cc(Br)cc(S(=O)(=O)Nc3ccc(C(F)(F)F)cc3)c21	16µM*	6%	0%	-14%	-6%	2%	?
Cc1nnsc1C(=O)Oc1ccc(C#N)cc1	-6%	0%	-4%	-3%	-2%	-1%	2%
CCC(=O)N1CCc2cc(Br)cc(S(=O)(=O)CCC(=O)Nc3ccccc3C)c21	0%	1%	0%	5%	1%	9%	9%
CCC(C(=O)NC1CCCCC1)n1c(SCc2cccc(C)c2)nc2ccncc21 (stereo unspecified)	7.9µM*	-12%	-4%	-8%	2%	-6%	13µM*

The results go on:
smiles	p53null 39C kill	GALK inh	B2AR arrestin ag	FH mod	PTAP-TSG101 blk	NTMT1 inh	p53null 32C tox
CCOc1ccc2nc(N(Cc3cccnc3)C(=O)c3ccco3)sc2c1	7%	3%	1%	-21%	-2%	-7%	-13%
COc1ccccc1CNC(=O)C1CCN(S(=O)(=O)c2ccc3[nH]c(=O)ccc3c2)CC1	38%[activator]	0%	-1%	-4%	-3%	-18%	-2%
Cc1ccn2c(Nc3ccccc3C)c(-c3ccncc3)nc2c1	-21%	3%	1%	-7%	-11%	5%	-8%
COc1ccc(C2N3CC4(C)CN2CC(c2ccccc2)(C3)C4=O)cc1 (stereo unspecified)	-9%	1%	-1%	4%	2%	-2%	-6%
Cc1ccc([C@H]2Nc3ccc(S(=O)(=O)Nc4cccc(Cl)c4C)cc3[C@H]3C=CC[C@H]32)cc1	-4%	-1%	-2%	?	-6%	17%	0%
CCC1CCCCN1C(=O)Cn1c(=O)n(CCCCCC(=O)NCc2ccccc2Cl)c(=O)c2sccc21 (stereo unspecified)	-11%	3%	1%	5%	-7%	-4%	2%

Three structures from above, arranged by SMILES length, ascending:
smiles	p53null 39C kill	GALK inh	B2AR arrestin ag	FH mod	PTAP-TSG101 blk	NTMT1 inh	p53null 32C tox
COc1ccc(C2N3CC4(C)CN2CC(c2ccccc2)(C3)C4=O)cc1 (stereo unspecified)	-9%	1%	-1%	4%	2%	-2%	-6%
COc1ccccc1CNC(=O)C1CCN(S(=O)(=O)c2ccc3[nH]c(=O)ccc3c2)CC1	38%[activator]	0%	-1%	-4%	-3%	-18%	-2%
CCC1CCCCN1C(=O)Cn1c(=O)n(CCCCCC(=O)NCc2ccccc2Cl)c(=O)c2sccc21 (stereo unspecified)	-11%	3%	1%	5%	-7%	-4%	2%
